# Screening data (PubChem)
# UGM FP inh: Mtb UDP-galactopyranose mutase inhibition | P9WIQ1 | purified UGM, fluorescence polarization probe displacement | inhibition, % at 10 µM | 0.06% of 320,000 active | AID 504406; in the data active = inhibition above about 10%, passing the limit was not always enough; inconclusive = no clear call, values can overlap the other calls
# Target sequence (P9WIQ1 whole entry, looked up): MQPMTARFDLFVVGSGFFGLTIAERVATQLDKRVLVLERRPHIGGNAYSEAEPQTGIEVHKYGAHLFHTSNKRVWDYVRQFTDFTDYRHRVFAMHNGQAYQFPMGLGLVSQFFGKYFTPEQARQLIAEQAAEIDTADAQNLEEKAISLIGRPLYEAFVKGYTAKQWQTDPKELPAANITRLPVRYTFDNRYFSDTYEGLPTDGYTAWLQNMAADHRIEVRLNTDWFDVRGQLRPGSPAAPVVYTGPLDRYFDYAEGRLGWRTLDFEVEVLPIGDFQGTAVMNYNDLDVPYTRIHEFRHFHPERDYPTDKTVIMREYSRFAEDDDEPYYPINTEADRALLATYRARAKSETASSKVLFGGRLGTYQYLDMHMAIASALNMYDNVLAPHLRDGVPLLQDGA
# Rv3671c inh: inhibitors of M. tuberculosis serine protease Rv3671c | inhibition, % at 5.96 µM | 0.048% of 320,000 active | AID 2606; in the data active = inhibition above about 38%;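 note: extracellular domain of Rv3671c used as enzyme; 0% = enzyme with DMSO and 100% = no enzyme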
# Target sequence (P9WHR9 whole entry, looked up, the tested form may be a part): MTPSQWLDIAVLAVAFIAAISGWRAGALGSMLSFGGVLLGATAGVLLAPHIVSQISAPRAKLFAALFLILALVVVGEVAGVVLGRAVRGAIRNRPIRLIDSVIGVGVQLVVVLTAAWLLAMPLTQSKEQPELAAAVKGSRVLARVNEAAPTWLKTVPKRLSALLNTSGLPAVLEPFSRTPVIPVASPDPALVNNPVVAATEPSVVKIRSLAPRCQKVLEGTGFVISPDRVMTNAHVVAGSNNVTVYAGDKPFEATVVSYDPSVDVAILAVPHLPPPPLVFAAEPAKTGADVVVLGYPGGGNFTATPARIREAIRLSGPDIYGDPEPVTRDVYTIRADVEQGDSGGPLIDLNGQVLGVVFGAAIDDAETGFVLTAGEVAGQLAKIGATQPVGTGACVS
# MazEF act: MazEF (E. coli) toxin RNase activation; FAM/BHQ RNA-DNA oligo cleavage fluorescence, 5 h; activation, % at 20 µM; 0.32% of 350,000 active; AID 504720; in the data active = activation above about 50%
# Target sequence (P0AE70 whole entry, looked up): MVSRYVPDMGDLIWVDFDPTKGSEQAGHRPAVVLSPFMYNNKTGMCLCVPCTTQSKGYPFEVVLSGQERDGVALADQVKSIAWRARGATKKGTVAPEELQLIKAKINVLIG
# BoNT-F LC inh: BoNT F light chain protease inhibition; Multiplex microsphere protease cleavage assay, flow cytometry; inhibition, % at 10 µM; 0.22% of 360,000 active; in the data active = inhibition above about 35%, passing the limit was not always enough; inconclusive = no clear call, values can overlap the other calls; note: plate controls were buffer without enzyme for full effect and enzyme alone for no effect
# FadD28 binding: blocks FadD28 binding to the bisubstrate probe. fluorescence polarization. inhibition, % at 12.5 µM. 0.22% of 360,000 active. AID 588549; in the data active = inhibition above about 8.5%, passing the limit was not always enough; inconclusive = no clear call, values can overlap the other calls
# GDH-TPI inh: inhibits GDH-TPI coupling enzymes, artifact for Mtb FBA screen. GDH-TPI coupled enzyme counterscreen, NADH absorbance. inhibition, % at 4.8 µM. 1.2% of 360,000 active; in the data active = inhibition above about 30%;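 note: 0% = DMSO wells and 100% = wells lacking the enzyme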
# FBA Mtb inh: Mtb fructose-bisphosphate aldolase inhibition; P9WQA3; purified M. tuberculosis FBA, fluorescence read-out; inhibition, % at 1 µM; 2.3% of 360,000 active; in the data active = inhibition above about 27%;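 note: 0% = vehicle and 100% = reference inhibitor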
# PrPC TRFRET: cell surface PrPC inhibition, primary TR-FRET screen. TR-FRET read-out. inhibition, % at 13.8 µM. 0.43% of 370,000 active; in the data active = inhibition above about 24%; note: 0% = median of the test wells and 100% = reference compound wells
# Mtb BioA inh: inhibitors of Mycobacterium tuberculosis BioA enzyme; purified M. tuberculosis BioA enzyme, plate reader; inhibition, % at 9.99 µM; 0.096% of 360,000 active; AID 602481; in the data active = inhibition above about 40%; inconclusive = no clear call, values can overlap the other calls
# Active calls of the source: *; ? = inconclusive; . = not tested or not shown. Not a hit list; about 4.8% have a hit in one of these screens.
# Short forms: A = UGM FP inh; B = Rv3671c inh; C = MazEF act; D = BoNT-F LC inh; E = FadD28 binding; F = GDH-TPI inh; G = FBA Mtb inh; H = PrPC TRFRET; I = Mtb BioA inh
Cc1ccc(N(Cc2ccccc2F)S(C)(=O)=O)cc1C
  A: 0.3	B: 4	C: 3	D: -7	E: -1.1	F: 4	G: 3	H: 5	I: 0.6
CCOC(=O)N1CC=C2C(C#N)=C(N)C(C#N)(C#N)[C@H](c3ccsc3)[C@H]2C1
  A: 0.6	B: -5	C: 13	D: -3	E: 0.0	F: 26	G: 5	H: -2	I: -3.0
O=c1[nH]c(O)c(C=Nc2cc(F)cc(F)c2)c(=O)[nH]1
  A: -4.9	B: -2	C: 8	D: ?	E: 3.0	F: 7	G: -2	H: 10	I: -0.8
CC(C)CNC(=O)C1CCCN(S(=O)(=O)c2ccc(-n3cnnn3)cc2)C1 (stereo unspecified)
  A: -0.3	B: 0	C: 1	D: -41	E: -4.1	F: -3	G: 1	H: 1	I: -1.5
CCc1nc2ccc(C(=O)NCc3ccc(OC)cc3)cn2c1N(C)C(=O)Cc1ccccc1
  A: .	B: .	C: .	D: -4	E: -3.5	F: -9	G: 4	H: 12	I: 2.1
N#Cc1c(-c2ccccc2Cl)noc1/C=C/Nc1ccc(C(=O)O)cc1
  A: 2.3	B: -24	C: -3	D: 1	E: 0.9	F: 19	G: 2	H: -6	I: .
CN(C)c1ccc(S(=O)(=O)NCC(=O)NCCC2=CCCCC2)cc1[N+](=O)[O-]
  A: -1.2	B: 3	C: 5	D: -8	E: -2.4	F: 7	G: -4	H: -1	I: 4.8
CC1NC2(C(=O)N(Cc3ccccc3)c3ccccc32)C2C(=O)N(c3ccccc3)C(=O)C12 (stereo unspecified)
  A: .	B: -3	C: 9	D: 0	E: -2.1	F: -2	G: 1	H: -1	I: 0.0
CN1CCN(CC(=O)c2ccccc2F)CC1
  A: 2.1	B: 6	C: -1	D: 6	E: -1.3	F: -2	G: 0	H: 6	I: -0.5
CN(C)CCNS(=O)(=O)c1ccc2c3c(cccc13)C(=O)N2
  A: 2.8	B: -4	C: 4	D: -20	E: 0.4	F: 17	G: 43*	H: -29	I: 0.6
O=C(Nc1cn(-c2ccccc2)nc1-c1cccs1)c1ccco1
  A: 3.0	B: -3	C: -5	D: -15	E: -0.7	F: 6	G: 3	H: -10	I: -0.1
CCOC(=O)CC(NC(=O)c1cc2cc(Cl)cc(Cl)c2oc1=O)c1cccc([N+](=O)[O-])c1 (stereo unspecified)
  A: .	B: -15	C: 3	D: -2	E: -3.5	F: -8	G: 4	H: 1	I: .
O=C(Nc1c2c(nn1-c1ccccc1)CS(=O)C2)c1ccc2c(c1)OCO2 (stereo unspecified)
  A: 0.5	B: 4	C: 6	D: -3	E: -0.4	F: -12	G: 0	H: 2	I: -2.5
CCc1nnc(SCC(=O)N2CCCC(N3CCN(c4ccccc4C)CC3)C2)o1 (stereo unspecified)
  A: -0.9	B: -3	C: 6	D: -2	E: -4.5	F: -8	G: 0	H: -10	I: -1.0
Cc1ccc(NS(=O)(=O)c2ccc(-c3ccc(=O)[nH]n3)o2)c(C)c1
  A: 0.2	B: 3	C: -5	D: 4	E: -0.2	F: 12	G: 2	H: -2	I: .
CC(=O)N1CCOc2ccc(S(=O)(=O)N3CCCCC3)cc21
  A: -2.8	B: -2	C: 13	D: -3	E: -2.9	F: 2	G: 1	H: 1	I: 0.8
COc1ccc(-c2nc3ccncc3[nH]2)cc1OC
  A: -1.4	B: -8	C: 3	D: 1	E: -2.0	F: -3	G: 9	H: -4	I: 18
O=C(Nc1ccc(S(=O)(=O)N2CCCC2)cc1)c1ccc(CN2CCc3ccccc3C2)cc1
  A: 6.1	B: -67	C: -7	D: -7	E: -1.3	F: -4	G: -6	H: 6	I: .
OCCN(CC(O)COc1ccccc1)CC(O)Cn1ccc2ccccc21 (stereo unspecified)
  A: 0.3	B: -12	C: 10	D: 0	E: 1.1	F: 0	G: 2	H: -10	I: -0.9
O=C(Nc1ccccc1)N1CCC(C(=O)N2CCN(S(=O)(=O)c3cccc(F)c3)CC2)CC1
  A: -1.6	B: 6	C: -1	D: 5	E: -4.7	F: 6	G: 0	H: -3	I: -0.6
O=C(COc1ccccc1F)N1c2ccccc2CCc2ccccc21
  A: 0.7	B: -6	C: -3	D: 3	E: 0.3	F: -1	G: -2	H: -2	I: .
COc1ccc(OC)c(NC(=O)CCNS(=O)(=O)c2ccc3c(c2)CC(C)N3C(C)=O)c1 (stereo unspecified)
  A: .	B: .	C: 3	D: -10	E: 0.1	F: 4	G: -1	H: 4	I: -3.8
COc1ccc(Nc2cc(C)nc(N3CCN(C(=O)c4ccc5c(c4)OCO5)CC3)n2)cc1
  A: -0.7	B: 3	C: 6	D: 0	E: -3.3	F: 3	G: -1	H: -4	I: -0.6
O=S1(=O)NC(=NCCc2ccccn2)c2ccccc21
  A: 3.3	B: 6	C: -16	D: 11	E: -2.0	F: 4	G: 3	H: -1	I: .
CC1CCN(S(=O)(=O)c2nnc(NC(=O)c3cccc([N+](=O)[O-])c3)s2)CC1
  A: -0.5	B: -1	C: -1	D: 4	E: 1.7	F: 20	G: 3	H: .	I: -3.2
COc1ccc(CC2c3cc(OC)c(OC)cc3CCN2C)cc1O (stereo unspecified)
  A: 3.9	B: 0	C: 6	D: 3	E: -3.7	F: 1	G: 1	H: 1	I: 0.7
CCOC(=O)CSc1nc2ccccc2n1CC(=O)N1CCN(c2ccccc2)CC1
  A: 1.3	B: -2	C: -7	D: 4	E: -2.3	F: 6	G: 2	H: .	I: .
Cc1ccc(NC(=S)N2CCCCC2)cc1C
  A: 0.8	B: -3	C: 16	D: ?	E: -1.4	F: 4	G: -1	H: 2	I: .
NS(=O)(=O)c1ccc(CNC(=O)/C=C/c2ccco2)cc1
  A: 2.3	B: 1	C: -6	D: 1	E: -1.3	F: -10	G: 4	H: -5	I: -1.6
CCOC(=O)C1(CCOc2ccccc2)CCN(Cc2ccc3c(c2)OCCO3)CC1
  A: -2.1	B: -2	C: -8	D: -5	E: -4.5	F: -2	G: -5	H: -2	I: .
Cc1ccc(C(=O)COC(=O)c2cnccn2)cc1
  A: -0.6	B: 1	C: 7	D: 5	E: -1.0	F: 2	G: -1	H: 1	I: .
NC(=O)c1ccccc1OCC(=O)c1ccc(Cl)cc1
  A: 2.0	B: 8	C: -3	D: -2	E: -1.4	F: -4	G: 3	H: -3	I: .
O=C1Nc2ccccc2C1(O)c1ccccc1 (stereo unspecified)
  A: 0.5	B: 3	C: -5	D: -7	E: 0.7	F: 3	G: 0	H: 0	I: -5.6
COc1ccc(CCNCC(=O)Nc2ccc(OC(F)(F)F)cc2)cc1OC
  A: 2.4	B: 10	C: -7	D: -33	E: -0.4	F: 1	G: 4	H: -4	I: -0.9
CC1=CC(c2ccc(Cl)cc2)n2nc(NC(=O)c3ccccc3)nc2N1 (stereo unspecified)
  A: 2.8	B: -3	C: -1	D: -27	E: -4.4	F: 10	G: 15	H: -14	I: 12
CN(C)c1ccc(C=C2C(=O)OC3(CCCC3)OC2=O)cc1
  A: 0.2	B: -3	C: -220	D: 7	E: -3.1	F: 7	G: -3	H: 7	I: .
O=c1ccc2cc3c([nH]c4ccc(Br)cc43)oc-2c1O
  A: 3.4	B: -15	C: .	D: -148	E: 22*	F: 6	G: -11	H: -13	I: 2.7
CCOC(=O)C1CCN(C(=O)CN(c2cc(OC)ccc2OC)S(=O)(=O)c2ccccc2)CC1
  A: 0.8	B: 1	C: -8	D: -2	E: -0.2	F: -9	G: -1	H: -4	I: -1.2
COc1ccc(NS(=O)(=O)c2ccc(O)c(NS(=O)(=O)c3ccc(NC(C)=O)cc3)c2)cc1
  A: 0.8	B: -14	C: 7	D: 4	E: -4.8	F: 0	G: -1	H: 6	I: -0.4
CCN(C(=O)COC(=O)c1ccccc1O)c1cccc2ccccc12
  A: 2.5	B: -5	C: 7	D: -3	E: -6.0	F: 6	G: 0	H: -8	I: -0.8
Cc1ccc(-c2[nH]nc(N)c2N=Nc2cccc(Cl)c2C)cc1
  A: .	B: .	C: 11	D: -18	E: -3.8	F: 12	G: -10	H: -2	I: -3.2
O=C(NCc1ccco1)C(=O)NCC1OCCN1S(=O)(=O)c1ccc(Cl)cc1 (stereo unspecified)
  A: -0.4	B: 10	C: 2	D: -6	E: -3.4	F: -1	G: -4	H: -2	I: -1.4
CC1CCN(c2ccc3c(c2)S(=O)(=O)c2ccccc2C3=O)CC1
  A: 2.5	B: -1	C: -143	D: 15	E: -1.2	F: 7	G: 3	H: -18	I: -4.3
CCCCCOC(=O)CSc1nnc(-c2cc(OC)c(OC)c(OC)c2)o1
  A: 0.5	B: 2	C: 2	D: -9	E: -1.5	F: 5	G: -3	H: 3	I: 2.2
CN(c1ccccc1)c1ccc(/C=C(/CCC(=O)O)c2nc3ccccc3s2)cc1[N+](=O)[O-]
  A: .	B: .	C: -14	D: 10	E: 19*	F: 32*	G: -7	H: -12	I: .
CCN1CCCC1CNC(=O)C(=O)Nc1ccccc1 (stereo unspecified)
  A: 1.7	B: 8	C: 10	D: 0	E: -1.9	F: -1	G: 0	H: 1	I: -3.5
C#CCN(C)CCCOc1ccc(Cl)cc1Cl
  A: 1.1	B: 5	C: 1	D: 3	E: -1.2	F: -1	G: 0	H: 8	I: 1.3
CCN1C(=O)c2ccccc2S(=O)c2ccc(C(=O)NC3CC3)cc21 (stereo unspecified)
  A: 0.7	B: -5	C: 4	D: -3	E: -1.4	F: -1	G: 0	H: -5	I: -1.0
CCCCCC(=O)N1C[C@H](O)[C@@H](n2cc(C3CC3)nn2)C[C@@H]1c1ccc(OC)cc1
  A: .	B: .	C: 4	D: -3	E: 0.4	F: 2	G: 0	H: -2	I: 7.0
COC(=O)[C@]1(C)N[C@H](CN(C)C(=O)c2ccc(C)cc2)[C@@H]2C(=O)N(C)C(=O)[C@@H]21
  A: .	B: -6	C: -3	D: -9	E: -1.0	F: 7	G: 0	H: -4	I: -2.1

# Reformatted: entries from further up
SMILES	UGM FP inh	Rv3671c inh	MazEF act	BoNT-F LC inh	FadD28 binding	GDH-TPI inh	FBA Mtb inh	PrPC TRFRET	Mtb BioA inh
CN(C)c1ccc(C=C2C(=O)OC3(CCCC3)OC2=O)cc1	0.2	-3	-220	7	-3.1	7	-3	7	.
O=c1ccc2cc3c([nH]c4ccc(Br)cc43)oc-2c1O	3.4	-15	.	-148	22*	6	-11	-13	2.7
CCOC(=O)C1CCN(C(=O)CN(c2cc(OC)ccc2OC)S(=O)(=O)c2ccccc2)CC1	0.8	1	-8	-2	-0.2	-9	-1	-4	-1.2
COc1ccc(NS(=O)(=O)c2ccc(O)c(NS(=O)(=O)c3ccc(NC(C)=O)cc3)c2)cc1	0.8	-14	7	4	-4.8	0	-1	6	-0.4
CCN(C(=O)COC(=O)c1ccccc1O)c1cccc2ccccc12	2.5	-5	7	-3	-6.0	6	0	-8	-0.8
Cc1ccc(-c2[nH]nc(N)c2N=Nc2cccc(Cl)c2C)cc1	.	.	11	-18	-3.8	12	-10	-2	-3.2

# More compounds
# Short forms: A = UGM FP inh; B = Rv3671c inh; C = MazEF act; D = BoNT-F LC inh; E = FadD28 binding; F = GDH-TPI inh; G = FBA Mtb inh; H = PrPC TRFRET; I = Mtb BioA inh
CC(=O)Oc1ccccc1N(C(C)=O)S(=O)(=O)c1ccc(C)cc1
  A: -0.7	B: 0	C: -16	D: 1	E: -5.1	F: -1	G: -1	H: 7	I: 0.7
Cc1ccc(NC(=O)CN(C)C(=O)Cn2cc(C(F)(F)F)cc(Cl)c2=O)cc1
  A: -2.7	B: 3	C: 6	D: -5	E: -3.4	F: -1	G: -3	H: -1	I: .
COc1ccccc1N1CCN(C2CCN(C(=O)COc3ccccc3)CC2)CC1
  A: -4.7	B: 5	C: 13	D: 3	E: 0.1	F: -1	G: -2	H: 5	I: 4.2
COc1cccc(C(=O)Cn2c(NCCO)nc3ccccc32)c1
  A: 1.0	B: 3	C: 2	D: -1	E: -2.2	F: 8	G: 0	H: 1	I: 1.0
O=C(c1cccnc1)N1CCN(C/C=C/c2ccccc2)CC1
  A: -1.5	B: 5	C: 10	D: -9	E: -0.7	F: -2	G: 2	H: 8	I: .
CCc1noc(C)c1C(=O)NCCc1ccccc1
  A: 2.2	B: -5	C: 10	D: -1	E: -3.7	F: 2	G: -3	H: 4	I: -0.9
COc1cc(/C=N/Nc2nncc3ccccc23)cc(OC)c1OC
  A: 2.0	B: -2	C: 5	D: -17	E: -1.1	F: 24	G: 0	H: 5	I: 1.1
